CBFb-RUNX1 inh: qHTS Assay for Compounds Blocking the Interaction Between CBF-beta and RUNX1 for the Treatment of Acute Myeloid Leukemia | Runt-related transcription factor 1 (Homo sapiens) + Core-binding factor subunit beta … | Potency, µM (series often up to 59.8 µM), without a hit: at the top dose activity, negative = inhibition, actives largely listed as inhibitors | AlphaScreen CBFb-His/RUNX1-biotin binding, biochemical | 230,000 tested, under 10 active; note: % of control where 0% means no effect
Target sequence (Q01196 whole entry, looked up): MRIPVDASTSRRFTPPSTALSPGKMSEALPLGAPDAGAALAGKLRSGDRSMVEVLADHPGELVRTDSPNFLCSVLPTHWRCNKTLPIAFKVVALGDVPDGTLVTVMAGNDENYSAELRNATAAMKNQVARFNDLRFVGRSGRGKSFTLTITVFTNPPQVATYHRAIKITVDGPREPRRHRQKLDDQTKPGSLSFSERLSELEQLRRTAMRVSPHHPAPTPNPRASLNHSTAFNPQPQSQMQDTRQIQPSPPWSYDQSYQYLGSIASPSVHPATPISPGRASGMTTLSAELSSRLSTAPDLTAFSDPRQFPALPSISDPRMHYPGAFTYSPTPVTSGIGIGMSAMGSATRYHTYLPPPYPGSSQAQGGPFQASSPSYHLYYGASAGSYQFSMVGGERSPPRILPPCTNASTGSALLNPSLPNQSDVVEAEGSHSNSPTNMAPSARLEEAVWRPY
Target sequence (Q13951 whole entry, looked up): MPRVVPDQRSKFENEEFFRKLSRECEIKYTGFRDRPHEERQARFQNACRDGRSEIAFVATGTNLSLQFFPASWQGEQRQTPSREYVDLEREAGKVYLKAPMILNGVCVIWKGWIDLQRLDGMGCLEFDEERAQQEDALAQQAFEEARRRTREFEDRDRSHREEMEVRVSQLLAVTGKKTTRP
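CBF-beta (His) and RUNX1 (biotin), 30 nM each; 20 min preassociation; + compound, 15 min; + beads 50 ng each (Ni, streptavidin), 90 min; RT; AlphaScreen read.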
Lamin A splicing: qHTS Assay for Modulators of Lamin A Splicing | HeLa LMNA splicing GFP/RFP minigene ratio, 48 h | Potency, µM (doses to about 46.1 µM), inactives show top-dose ratio change, negative = inhibition, usual class: inhibitors | 200,000 compounds, 0.01% hits | AID 1487, 2009; active = well fitted inhibition curve with a large enough effect in the signal ratio, with a control signal flat, not every such curve was filed as active; inconclusive = small, poorly fitted or top-dose-only effect, or effect the other way, or a change in a side signal; the % refers to the signal ratio; note: potency is the fitted concentration of half-maximal effect; % is set by controls: 0 for no effect and ±100 for the full control effect
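S3 HeLa stable clones carrying a lamin A-EGFP splicing minigene plus DsRed2 were seeded at 600 cells/well in Opti-MEM with 2% FBS, pin-dosed and incubated 48 h at 37°C. Acumen cytometry (488 nm) gave the GFP/RFP total-intensity ratio.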
HTT aggregate: qHTS Multiplex Assay to Identify Dual Action Probes in a Cell Model of Huntington: Aggregate Formation (GFP); PC12 HttQ103-GFP aggregates, Acumen cytometry, 40 h; Potency, µM (series often up to 46.1 µM), for inactives: at the top dose activity change, negative = inhibition, usual class: inhibitors; 220,000 compounds, 1.1% hits; AID 1688, 2009; note: potency is the fitted concentration of half-maximal effect; % is set by controls: 0 for no effect and ±100 for the full control effect; nearly all actives have a fitted effect of over 60% in size
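Using laser scanning cytometry, GFP-positive aggregates were counted after lysis of PC12 cells induced with 100 nM tebufenozide to express HTT exon 1 Q103–GFP. Compounds were tested in titration.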
Luc counter: Counterscreen for Luciferase (Kinase-Glo TM) Inhibition | Luciferin 4-monooxygenase (Photuris pensylvanica), Q27757 | Kinase-Glo luciferase, ATP luminescence, 8 min | Potency, µM (titrated, usually from 38.3 µM), inactives show top-dose activity change, negative = inhibition, most hits filed as inhibitors | 200,000 compounds, 0.28% hits | AID 1379, 2008; note: potency is the fitted concentration of half-maximal effect; % is set by controls: 0 for no effect and ±100 for the full control effect; nearly all actives have a fitted effect of over 60% in size
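Inhibition of Kinase-Glo luciferase light generation was assessed at 10 uM ATP in pH 7.2 imidazole buffer, with luminescence measured after eight minutes at ambient temperature.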
HTT cytoprotect: qHTS Multiplex Assay to Identify Dual Action Probes in a Cell Model of Huntington: Cytoprotection (ATP); 230,000 compounds, 0.14% hits; Potency, µM (series often up to 56.4 µM), for inactives: cytoprotection (ATP increase), most hits filed as activators; AID 1471, 2008; PC12 HTT-Q103 induced, cytoprotection, ATP luminescence, 40 h;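 note: potency is the fitted concentration of half-maximal effect; % of control where 0% means no effect; nearly all actives have a fitted effect of over 45% in size; toxic huntingtin expression switched on by the ecdysone agonist tebufenozide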
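Compounds added alongside 100 nM tebufenozide, which induces toxic Q103 huntingtin exon 1-GFP in stable PC12 cells; surviving cells quantified by luminescent ATP measurement. Medium: phenol red-free DMEM, 5% equine and 5% calf serum.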
SMN2 splice enh: qHTS Assay for Enhancers of SMN2 Splice Variant Expression; HEK293 SMN2-luciferase splicing reporter, luminescence, 30-36 h; Potency, µM (titrated, usually from 46.1 µM), without a hit: at the highest dose activity change, positive = activation, usual class: activators; 210,000 compounds, 2.8% hits; AID 1458, 2008; note: potency is the fitted concentration of half-maximal effect; % of control where 0% means no effect; nearly all actives have a fitted effect of over 55% in size
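HEK293 cells carry an SMN2 […]–luciferase reporter in which exon 7 inclusion puts luciferase in frame. Cells were plated 10-12 h before compound addition, then incubated 30-36 h at 37C. ONE-Glo luminescence was read; sodium butyrate at 4.5 mM final served as control.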
IMPase Li inh: qHTS Assay for Identifying the Cell-Membrane Permeable IMPase Inhibitors: Potentiation with Lithium. Potency, µM (top dose mostly 59.4 µM), for inactives: at the highest dose activity, negative = IMPase inhibition, actives largely listed as inhibitors. AID 1457, 2008. CHO-M1 cells, IP1 TR-FRET (IP-One), carbachol + lithium. 210,000 compounds, 0.35% hits;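 note: IP1 builds up when IMPase is blocked and the TR-FRET signal falls; potency is the fitted concentration of half-maximal effect; plate controls were basal vehicle for no effect and high inhibitor control for full effect; nearly all actives have a fitted effect of over 50% in size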
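Lithium-sensitised IP1 accumulation assay; M1-expressing CHO cells treated 30 min at 37C with compound. Competitive antibody detection by time-resolved FRET followed a 10 min room-temperature lysis step.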
* marks the source's active call; other numbers are inactive results; & = joins results of further samples; [ ] = remark or other dose. Unless noted, calls come from the whole dose curve; as a rule, active = well fitted curve in the direction sought with a large enough effect; inconclusive = small, poorly fitted or top-dose-only effect, or another doubt; inactive = no such curve, though single readings can be large; an effect the other way counts as inactive or inconclusive.

What do the screens show for `CC(C)c1ccc(Nc2cnn(C34CC5CC(CC(CC(=O)O)(C5)C3)C4)c(=O)c2Cl)cc1`?
CBFb-RUNX1 inh: -0.3%; Lamin A splicing: 17.7%; HTT aggregate: -3.2%[9.22 µM]; Luc counter: 2.1%; HTT cytoprotect: -16.3%; SMN2 splice enh: -13.6%; IMPase Li inh: 15.3%[38.3 µM]

How did COC(=O)c1ccc(COc2ccc(/C=N/NC(N)=S)cc2)o1 do in these assays?
CBFb-RUNX1 inh: -6.4%; HTT aggregate: 7.2%[9.22 µM]; HTT cytoprotect: 13.7%[10 µM]

How did CCc1ccc(C(=O)Nc2nnn(CC)n2)cc1 do in these assays?
CBFb-RUNX1 inh: 6.4%; Lamin A splicing: 3.7%; HTT aggregate: -8.1%; Luc counter: inconclusive; HTT cytoprotect: -17.4%[0.074 µM]; SMN2 splice enh: 0.501µM*; IMPase Li inh: 28.9%[38.3 µM]

What do the screens show for `COc1ccc(-c2cc(C(=O)O)no2)cc1`?
CBFb-RUNX1 inh: inconclusive; Lamin A splicing: 13.3%[46 µM]; HTT aggregate: 5.8%[9.22 µM]; Luc counter: -0.3%[39.9 µM]; HTT cytoprotect: -20.2%; IMPase Li inh: 6.9%&1.6%

What do the screens show for `COc1ccc(N=Cc2c(C)[nH][nH]c2=O)cc1`?
CBFb-RUNX1 inh: -24.6%; Lamin A splicing: 3.1%[9.22 µM]; HTT aggregate: 27.1%; Luc counter: -3.7%; HTT cytoprotect: -1.0%; SMN2 splice enh: -7.8%; IMPase Li inh: -4.5%

Results for CC1CCC(N2CCN(c3ncccn3)CC2)CC1 (configuration not stated) ?
CBFb-RUNX1 inh: -4.6%; Lamin A splicing: 0.2%; HTT aggregate: 5.4%; Luc counter: -0.3%; HTT cytoprotect: 24.7%[0.074 µM]; SMN2 splice enh: -1.7%; IMPase Li inh: 3.5%[38.3 µM]

Results for C=CCn1c(C)c(C(C)=O)cc(NC(=O)c2ccccc2)c1=O ?
CBFb-RUNX1 inh: -19.4%; Lamin A splicing: 3.8%[46 µM]; HTT aggregate: 0.9%; Luc counter: -0.7%; HTT cytoprotect: 17.6%[10 µM]; SMN2 splice enh: -11.7%; IMPase Li inh: 0.9%

Results for CN(C)Cc1ccccc1-c1cncnc1Nc1ccccc1 ?
Lamin A splicing: 8.2%; HTT cytoprotect: -28.6%; IMPase Li inh: 24.0%

How did Cc1cccn2c(=O)c3cc(C(=O)NC4CCS(=O)(=O)C4)sc3nc12 (configuration not stated) do in these assays?
CBFb-RUNX1 inh: -2.2%; Lamin A splicing: -2.4%; HTT aggregate: 12.6%; Luc counter: 0.8%; HTT cytoprotect: 23.9%; SMN2 splice enh: -16.0%; IMPase Li inh: -16.2%[38.3 µM]

How did CSc1nc(N)nc(-c2cccs2)c1C#N do in these assays?
CBFb-RUNX1 inh: 6.3%; Lamin A splicing: -9.3%; HTT aggregate: -20.7%; Luc counter: -0.3%; HTT cytoprotect: -0.4%; SMN2 splice enh: -11.2%; IMPase Li inh: -25.2%[38.3 µM]

Results for COCCNC(=O)c1ccc2c(c1)nc(C)n2-c1cccc(F)c1 ?
CBFb-RUNX1 inh: 0.2%; Lamin A splicing: -4.6%; HTT aggregate: 4.2%[9.22 µM]; Luc counter: -0.3%; HTT cytoprotect: -17.8%; SMN2 splice enh: 7.8%; IMPase Li inh: 3.2%[38.3 µM]

How did COC(=O)c1ccccc1NC(=O)C(=O)NCC1CCCO1 (configuration not stated) do in these assays?
CBFb-RUNX1 inh: 3.1%; Lamin A splicing: -12.2%; HTT aggregate: 4.9%; Luc counter: -3.1%; HTT cytoprotect: 6.9%[10 µM]; SMN2 splice enh: 4.0%; IMPase Li inh: -3.5%

Results for O=C(NC1CCCCC1)N1CCN(c2ncccn2)CC1 ?
CBFb-RUNX1 inh: -1.3%; Lamin A splicing: 13.6%; HTT aggregate: 12.6%; Luc counter: -1.2%; HTT cytoprotect: -6.6%; SMN2 splice enh: -15.3%; IMPase Li inh: 12.5%[38.3 µM]

Results for Cn1c(=S)n(/N=C/c2cccs2)c2ccccc21 ?
CBFb-RUNX1 inh: -3.5%; HTT aggregate: 31.9%[9.22 µM]; HTT cytoprotect: 8.6%[10 µM]

How did c1ccc2c(c1)CNc1ccccc1C2 do in these assays?
CBFb-RUNX1 inh: 5.3%; Lamin A splicing: -6.1%; HTT aggregate: -8.8%; Luc counter: -1.3%; HTT cytoprotect: -26.1%[10 µM]; SMN2 splice enh: -13.9%; IMPase Li inh: 4.9%[38.3 µM]

How did CN(c1ccccc1C(=O)O)S(=O)(=O)c1ccc2c3c(cccc13)C(=O)N2 do in these assays?
CBFb-RUNX1 inh: -19.3%; Lamin A splicing: -3.0%; HTT aggregate: 6.0%; Luc counter: 0.4%; HTT cytoprotect: -1.0%; SMN2 splice enh: -12.0%; IMPase Li inh: 7.3%

What do the screens show for `Cc1ccc(C)c(NC(=S)NC2CC3CCCC(C2)N3CC(C)C)c1` (configuration not stated)?
CBFb-RUNX1 inh: 10.9%; Lamin A splicing: -4.9%; HTT aggregate: -25.8%; Luc counter: -0.5%; HTT cytoprotect: 6.4%[10 µM]; SMN2 splice enh: 9.8%; IMPase Li inh: 10.5%

Results for COC(=O)C1=C(C)N(Cc2ccco2)C(=O)N[C@H]1c1ccccc1 ?
CBFb-RUNX1 inh: -0.7%&-1.2%; Lamin A splicing: -2.7%; HTT aggregate: 5.8%; Luc counter: -0.8%&0.5%; HTT cytoprotect: -9.4%; SMN2 splice enh: 1.2%&-30.7%; IMPase Li inh: -6.5%&7.8%

Results for O=C(CC(SCCO)c1ccc2c(c1)OCO2)c1ccco1 (configuration not stated) ?
CBFb-RUNX1 inh: 1.0%; Lamin A splicing: inconclusive; HTT aggregate: -12.3%; Luc counter: -7.6%; HTT cytoprotect: -4.2%[10 µM]; SMN2 splice enh: -5.4%; IMPase Li inh: 18.3%[38.3 µM]

What do the screens show for `c1ccc(CC2CCN(C3=Nc4cccc5cccc3c45)CC2)cc1`?
CBFb-RUNX1 inh: inconclusive; Lamin A splicing: inconclusive; HTT aggregate: inconclusive; Luc counter: -1.9%; HTT cytoprotect: -77.0%[inhibitor]; SMN2 splice enh: -9.6%; IMPase Li inh: 28.5%[38.3 µM]

Results for COC(=O)c1cc(NC(=O)Cc2coc3cc(OC)ccc23)cc(C(=O)OC)c1 ?
CBFb-RUNX1 inh: -1.7%; Lamin A splicing: 4.1%; HTT aggregate: -20.7%; Luc counter: -1.1%; HTT cytoprotect: -3.6%[10 µM]; SMN2 splice enh: -15.8%; IMPase Li inh: 4.7%[38.3 µM]

How did CCOc1ccccc1N1CCN(C(=O)c2cc[n+]([O-])cc2)CC1 do in these assays?
CBFb-RUNX1 inh: -2.8%; Lamin A splicing: 6.3%; HTT aggregate: 8.4%; Luc counter: -7.5%; HTT cytoprotect: 1.1%; SMN2 splice enh: -0.2%; IMPase Li inh: -2.8%[38.3 µM]

How did CC1SCC(=NOCc2c(Cl)cccc2Cl)CS1 (configuration not stated) do in these assays?
CBFb-RUNX1 inh: 6.4%; HTT aggregate: -9.9%[9.22 µM]; HTT cytoprotect: 8.2%[10 µM]

What do the screens show for `COc1ccc(NC(=O)C2Cc3ccccc3CN2C(=O)c2ccccc2)cn1` (configuration not stated)?
CBFb-RUNX1 inh: -2.2%; Lamin A splicing: -3.2%; HTT aggregate: -3.2%; Luc counter: 14.8%; HTT cytoprotect: 1.7%[10 µM]; SMN2 splice enh: -1.1%; IMPase Li inh: -3.9%[38.3 µM]

What do the screens show for `COCc1ccc(CN2CCCC(CO)(Cc3ccccc3)C2)o1` (configuration not stated)?
CBFb-RUNX1 inh: -14.2%; Lamin A splicing: inconclusive; HTT aggregate: 31.7%[9.22 µM]; Luc counter: 3.7%; HTT cytoprotect: 3.4%[10 µM]; IMPase Li inh: 16.3%

How did COc1ccc(NC(=O)c2cccn(CC=C(C)C)c2=O)cc1 do in these assays?
CBFb-RUNX1 inh: 2.9%; Lamin A splicing: 5.5%[46 µM]; HTT aggregate: -17.5%; Luc counter: 1.7%; HTT cytoprotect: -7.5%[10 µM]; SMN2 splice enh: 2.0%; IMPase Li inh: 9.8%

What do the screens show for `CC(Nc1nc2ncn(Cc3ccccc3)c2c(=O)[nH]1)C(=O)O` (configuration not stated)?
CBFb-RUNX1 inh: 2.5%; Lamin A splicing: 5.5%; HTT aggregate: 7.6%; Luc counter: 0.7%; HTT cytoprotect: -37.2%; SMN2 splice enh: -20.7%; IMPase Li inh: 8.0%[38.3 µM]

How did S=C(Nc1cccnc1)NC1CCCCCCC1 do in these assays?
CBFb-RUNX1 inh: 4.2%; Lamin A splicing: -10.7%; HTT aggregate: 2.3%; Luc counter: -4.6%; HTT cytoprotect: 13.0%[10 µM]; SMN2 splice enh: -6.9%[1.84 µM]; IMPase Li inh: 10.6%

How did O=C(Nc1ccc(-c2noc(-c3cccs3)n2)cc1)c1cccnc1 do in these assays?
CBFb-RUNX1 inh: inconclusive; Lamin A splicing: inconclusive; HTT aggregate: 9.3%; Luc counter: -1.0%; HTT cytoprotect: -9.2%[10 µM]; SMN2 splice enh: 1.26µM*; IMPase Li inh: 11.3%

What do the screens show for `CCC(=O)OCC(=O)c1c(N)n(Cc2ccccc2)c(=O)n(C)c1=O`?
CBFb-RUNX1 inh: -1.3%; Lamin A splicing: -4.0%; HTT aggregate: inconclusive; Luc counter: -0.8%; HTT cytoprotect: -7.8%[10 µM]; SMN2 splice enh: -13.3%; IMPase Li inh: 0.7%[38.3 µM]
